Screening results: PubChem BioAssay, several laboratories
SKKanGAS inh = S. pyogenes SKKanGAS growth inhibitors in kanamycin, primary screen, streptokinase expression inhibitor project, SKKanGAS strain, BacTiter-Glo luminescence; 6 h; inhibition, % at 7.5 µM; 300,000 tested, 1.3% active; AID 1662, 2009;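 active = mean replicate score, as percent of positive control median, at least 50; inconclusive = mean below 50 but one replicate at or above 50; inactive = mean and every replicate below 50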;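 also: strain carries kanamycin resistance gene driven by streptokinase promoter and grows in 40 µg/ml kanamycin; loss of luminescence reflects streptokinase promoter inhibition or plain growth inhibition; 0% = median of DMSO wells and 100% = positive control at its reference dose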
HDAC3 inhib = HDAC3 deacetylase inhibitors, primary screen, biochemical, fluorescence, cell-free homogeneous; AID 2718, 2010; recombinant HDAC3, fluorogenic peptide/trypsin coupled; inhibition, % at 8.3 µM; 320,000 tested, 0.15% active; Histone deacetylase 3 (Homo sapiens), O15379; in the data active = inhibition above about 26%, passing the limit was not always enough; inconclusive = no clear call, values can overlap the other calls
TMEM16A inh = TMEM16A chloride channel inhibitors, primary screen, cell-based, HTS. normalized B-score (activity score, 25-100; higher = stronger inhibition) at 10 µM. AID 588511, 2011. HEK293 TMEM16A/YFP iodide influx fluorescence, ionomycin. Anoctamin-1 (Mus musculus), Q8BHY3. 310,000 tested, 1.2% active;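 active = ratio plate-corrected score three or more library SD toward inhibition, starting fluorescence score within five deviations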;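 also: score derived from kinetic fluorescence span divided by baseline fluorescence per well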
MrgX1 allo act = positive allosteric modulators of MrgX1, primary screen, HEK293 cells, Fluo-4 calcium flux; Mas-related G-protein coupled receptor member X1 (Homo sapiens), Q96LB2; FDSS; stronger effect = higher value; B-score at 10 µM; 310,000 tested, 0.63% active;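 active = plate-corrected calcium response at least 3 library SD above typical, normal starting fluorescence, not activating the receptor alone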;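 also: compound read alongside a low EC10 to EC30 dose of BAM8-22 agonist; peak minus trough fluorescence over baseline measured at the second addition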
TRPC6 activator = mouse TRPC6 channel activators, primary screen, cell-based, HEK293, membrane potential dye. AID 2550, 2010. HEK293-TRPC6 membrane potential dye fluorescence; stronger effect = higher value. 310,000 tested, 0.13% active. B-score at 10 µM. Short transient receptor potential channel 6 (Mus musculus), Q61143;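 active = B-score of the integrated fluorescence ratio above library mean plus 3 SD, and starting fluorescence ratio within library mean plus 5 SD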;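 also: higher score means more depolarization so channel activation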
Target sequence (Q61143 whole entry, looked up): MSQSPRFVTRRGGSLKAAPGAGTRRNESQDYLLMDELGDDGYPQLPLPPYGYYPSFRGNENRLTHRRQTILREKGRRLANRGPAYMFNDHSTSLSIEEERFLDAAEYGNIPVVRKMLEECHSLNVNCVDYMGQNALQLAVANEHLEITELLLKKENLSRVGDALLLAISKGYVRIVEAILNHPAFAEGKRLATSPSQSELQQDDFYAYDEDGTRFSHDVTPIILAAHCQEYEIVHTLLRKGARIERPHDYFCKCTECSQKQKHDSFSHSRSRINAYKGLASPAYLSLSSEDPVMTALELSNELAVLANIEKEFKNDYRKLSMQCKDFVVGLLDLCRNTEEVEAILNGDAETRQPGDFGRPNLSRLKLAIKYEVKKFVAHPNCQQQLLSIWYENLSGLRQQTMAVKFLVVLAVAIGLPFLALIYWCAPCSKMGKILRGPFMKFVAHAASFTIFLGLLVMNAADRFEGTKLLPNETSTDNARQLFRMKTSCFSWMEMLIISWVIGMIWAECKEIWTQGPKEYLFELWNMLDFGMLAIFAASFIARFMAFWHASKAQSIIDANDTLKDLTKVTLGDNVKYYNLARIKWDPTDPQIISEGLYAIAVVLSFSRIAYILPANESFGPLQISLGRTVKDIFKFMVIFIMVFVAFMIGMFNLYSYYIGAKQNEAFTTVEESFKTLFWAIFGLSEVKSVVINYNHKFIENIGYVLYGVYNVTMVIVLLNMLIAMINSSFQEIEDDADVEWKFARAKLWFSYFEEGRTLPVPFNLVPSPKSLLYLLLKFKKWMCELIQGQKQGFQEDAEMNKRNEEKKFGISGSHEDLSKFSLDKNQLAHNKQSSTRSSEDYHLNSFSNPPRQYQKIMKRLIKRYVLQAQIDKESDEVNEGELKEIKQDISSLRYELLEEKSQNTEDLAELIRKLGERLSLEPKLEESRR
RGS4 block = RGS4 inhibitors, primary screen, cell-based, HEK293 M3R inducible RGS4, calcium flux. Regulator of G-protein signaling 4 (Homo sapiens), P49798. Fluo-4 calcium flux; stronger effect = higher value; triggered by carbachol at its EC20. B-score at 10 µM. 310,000 tested, 0.45% active;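 active = B-score, a plate-corrected calcium signal, over three deviations above library mean, with baseline fluorescence within five deviations of library mean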;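 also: RGS4 expression induced by doxycycline in cells with stable M3 receptor; B-score is computed from the integrated fluorescence ratio over baseline after carbachol; higher B-score means a larger calcium signal and so more RGS4 inhibition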
Target sequence (P49798 whole entry, looked up): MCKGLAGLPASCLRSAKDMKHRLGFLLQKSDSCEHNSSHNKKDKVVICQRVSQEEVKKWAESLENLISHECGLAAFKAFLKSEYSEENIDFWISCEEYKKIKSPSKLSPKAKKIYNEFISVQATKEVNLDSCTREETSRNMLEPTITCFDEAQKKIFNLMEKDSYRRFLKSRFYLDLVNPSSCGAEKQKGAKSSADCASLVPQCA
ANO1 activ = TMEM16A chloride channel activators or potentiators, primary screen, cell-based, HTS | HEK293 TMEM16A/YFP-H148Q/I152L, iodide quench fluorescence; stronger effect = lower value | 340,000 tested, 0.3% active | Anoctamin-1 (Mus musculus), Q8BHY3 | B-score at 10 µM | AID 623877, 2012;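 active = fluorescence-ratio B-score plate-corrected deviation score at least 3 library SD below zero, with starting fluorescence score within 5 deviations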;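 also: channel opened by trigger with iodide after compound preincubation; score built on the fluorescence ratio of max minus min over baseline; more negative score means more quench and so TMEM16A activation or potentiation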
MrgX1 agonist = agonists of human MrgX1 receptor, primary screen, HEK293 cells, Fluo-4 calcium flux; Mas-related G-protein coupled receptor member X1 (Homo sapiens), Q96LB2; Fluo-4 calcium fluorescence, agonist mode; stronger effect = higher value; B-score at 10 µM; 310,000 tested, 0.44% active; AID 588627, 2011;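 active = calcium response B-score plate-corrected fluorescence ratio at least 3 library SD, with starting fluorescence B-score inside 5 SD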
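Test system: Stable human MrgX1 HEK293 cell line | Schedule: Overnight plating before 1 h dye loading | Read-out basis: Baseline-normalised fluorescence change ratio, B-scored | Detection: Kinetic calcium dye fluorescence, Fluo-4 NW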
TRPC6 inhibitor = mouse TRPC6 channel inhibitors, primary screen, cell-based, HEK293, membrane potential dye; Short transient receptor potential channel 6 (Mus musculus), Q61143; ACh-evoked depolarization; stronger effect = lower value; B-score at 10 µM; 310,000 tested, 1.1% active; AID 2553, 2010;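 active = B-score under library mean minus 3 SD, initial fluorescence not abnormally high, positive integrated signal ratio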;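 also: B-score derived from integrated fluorescence ratio over the kinetic read; more negative B-score means stronger inhibition of depolarization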
MrgX1 antagonist = antagonists of human MrgX1 receptor, primary screen, HEK293 cells, Fluo-4 calcium flux; Mas-related G-protein coupled receptor member X1 (Homo sapiens), Q96LB2; BAM8-22 antagonism; stronger effect = lower value; B-score at 10 µM; 310,000 tested, 1.3% active;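 active = calcium-response B-score plate-corrected more than 3 library SD below zero, starting fluorescence within 5 deviations, no agonist response on first addition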;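 also: peak minus trough fluorescence over baseline after final BAM8-22 challenge near maximal dose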
RGS4 pot = RGS4 potentiators or activators, primary screen, cell-based, HEK293 M3R inducible RGS4, calcium flux | B-score at 10 µM | 310,000 tested, 0.92% active | AID 463111, 2010 | carbachol calcium flux Fluo4; stronger effect = lower value;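 active = B-score of the integrated calcium signal more than 4 SD below the library mean, with starting fluorescence not abnormally high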;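 also: negative B-score means reduced calcium response which marks RGS4 activation or potentiation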
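System – HEK293 FlpIn-TREx cells, stable M3R, doxycycline-inducible RGS4 · Reagent – ECmax carbachol challenge · Times – compound preincubation 20 min at room temperature before agonist · Technique – Fluo4 fluorescence kinetic imaging of calcium · Measure – B score of integrated Fluo4 ratio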
* marks the source's active call; other numbers are inactive results; i = inactive; ? = inconclusive; / = no result given.

SMILES	SKKanGAS inh	HDAC3 inhib	TMEM16A inh	MrgX1 allo act	TRPC6 activator	RGS4 block	ANO1 activ	MrgX1 agonist	TRPC6 inhibitor	MrgX1 antagonist	RGS4 pot
Cc1cc(C)n(-c2ccc(C(=O)OCC(=O)NCc3ccco3)cc2)n1	8	4	i	i	i	i	i	i	i	i	i
CCOc1ccccc1CNC(=O)C1CCN(c2nc3ccccc3o2)CC1	/	-10	i	i	i	i	i	i	i	i	i
Cc1ccc(CNC(=O)CCc2c(C)nc3ncnn3c2C)cc1	0	1	i	i	i	i	i	i	i	i	i
O=C(Nc1ccc2c(c1)C(=O)OC2)c1ccc(Cl)cc1	-1	-6	i	i	i	i	i	i	i	i	i
CCOc1nc(NC(=O)NS(=O)(=O)c2cccc(Cl)c2)nc(-c2ccccc2)n1	1	-1	i	i	i	i	i	i	i	i	i
Nc1c(C(=O)Nc2ccccc2F)sc2nc(Cc3ccccc3)cc(C(F)(F)F)c12	3	-8	i	i	i	i	i	i	i	i	i
CN(Cc1nccs1)C(=O)c1cc(COc2cccc3cnccc23)on1	-4	-11	i	i	i	i	i	i	i	i	i
CCOc1ccc(C(=O)N(Cc2ccc(OC)cc2)Cc2cc3cc(OC)ccc3[nH]c2=O)cc1	3	-4	i	i	i	i	i	i	i	i	i
Cn1c(=O)c2c(ncn2CC(=O)Nc2cccc(S(=O)(=O)Nc3ccccc3F)c2)n(C)c1=O	-1	-6	i	i	i	i	i	i	i	i	i
COC(=O)CCC(=O)OC1(C)C(=O)C=C2C=C(C3CC3)N(C(CO)CO)C=C2C1=O (centres undefined)	6	-4	i	i	i	i	i	i	i	i	i
CC(C)Cn1c(N)cc(=O)n(C)c1=O	-1	-3	i	i	i	i	i	i	i	i	i
CCCCNC(=O)Nc1ccccc1CC	4	/	i	i	i	i	i	i	i	i	i
CSc1ccccc1OCc1cc(C(=O)NC(C)CCn2cccn2)no1 (centres undefined)	2	3	i	i	i	i	i	i	i	i	i
CCOC(=O)N1CCC(=NNC(=O)COc2cccc(C)c2)CC1	-3	/	i	i	i	i	i	i	i	i	i
CCOC(=O)N1CCN(C(=O)C2CCC(CNS(=O)(=O)c3ccc(Cl)cc3)CC2)CC1 (centres undefined)	-12	-6	i	i	i	i	i	i	i	i	i
CC1CC(C)(C)NC(=S)N1CCCC(=O)Nc1ccc(Cl)cc1 (centres undefined)	-1	-5	i	i	i	i	i	i	i	i	i
CCOC(=O)C1C(=O)C=C(c2ccc(OC)cc2)CC1c1ccco1 (centres undefined)	2	12	i	i	i	i	i	i	i	-5.8*	i
CC(=O)Nc1ccc(C(=O)NCC(=O)OCc2c(F)cccc2Cl)cc1	-4	-5	i	i	i	i	i	i	i	i	i
CSc1ccccc1C(=O)C1CCCN(Cc2cnn(-c3ccccc3)c2)C1 (centres undefined)	-11	0	i	i	i	i	i	i	i	i	i
COCCN1CCN(c2cc(-c3ccccc3)nc3cc(-c4cccc(F)c4)nn23)CC1	8	-4	100*	i	i	i	i	i	i	i	i
O=C(CN1CCN(c2ccccc2)CC1)Nc1ccc2c(c1)OCCO2	0	-1	i	i	i	i	i	i	i	i	i
CCn1c(SCC(=O)c2ccc(O)c(O)c2)nnc1-c1ccc(C)cc1	-10	1	i	i	i	i	i	i	i	i	i
Cc1ccc(C(=O)NCC(=O)Nc2ccc3c(c2)OCCO3)cc1	2	-3	i	i	i	i	i	i	i	i	i
COc1cccc(C2=NOC(C(=O)NCc3ccco3)C2)c1 (centres undefined)	-9	-4	i	i	i	i	i	i	i	i	i
C=CCn1c(SCn2nnc3ccccc3c2=O)nnc1-c1ccc(Br)cc1	-3	5	i	i	i	i	i	i	i	i	i
C=CCNC(=O)c1ccc([N+](=O)[O-])c(Cl)c1	-1	0	i	i	i	i	i	i	i	i	i
CC1(C)Cc2nc3sc4c(N(CCO)CCO)nnnc4c3cc2CO1	1	-13	i	i	i	i	i	i	i	i	i
O=C(CCN1C(=O)/C(=C/c2ccccc2)SC1=S)N1CCCCCC1	1	1	i	i	i	i	i	i	i	i	i
O=C(CNC(=O)c1ccc2ccccc2c1)OCC(=O)N1CCN(S(=O)(=O)c2ccc3ccccc3c2)CC1	13	-2	i	i	i	i	i	i	i	i	i
CCOC(=O)c1nn2c(C(F)(F)F)cc(-c3ccc(OC)cc3)nc2c1Br	5	-2	i	i	i	i	i	i	i	i	i
O=C(NC1CCN(C(=S)NCc2ccco2)CC1)c1ccc(F)cc1	13	-4	i	i	i	i	i	i	i	i	i
Cn1c(N2CCN(C(=O)Nc3ccc(C(F)(F)F)cc3)CC2)nc2ccccc21	6	3	i	i	i	i	i	i	i	i	i
COc1ccc(NC(=O)NCCc2c[nH]c3ccccc23)c(OC)c1	-1	-2	i	i	i	i	i	i	i	i	i
COC(=O)c1c(S(C)(=O)=O)nc(-c2ccccc2)[nH]c1=O	1	0	i	i	i	i	i	i	i	i	i
O=c1c2cn(Cc3ccccc3)c3ccccc3c-2nn1Cc1ccc(F)cc1Cl	1	/	/	/	i	i	i	/	i	/	i
Cc1ccccc1OCC(O)Cn1c(N2CCN(c3ccccc3)CC2)nc2c1c(=O)[nH]c(=O)n2C (centres undefined)	3	0	i	i	i	i	i	i	i	i	i
CCOC(=O)N1CCN(C(=O)c2cn(CC)c3ccc(S(=O)(=O)N4CCCC4)cc3c2=O)CC1	-2	-3	i	i	i	i	i	i	i	i	i
N=c1n(CCN2CCCCC2)c2ccccc2n1CC(O)COc1ccccc1 (centres undefined)	0	2	i	i	i	i	i	i	i	i	i
Cc1ccc(O)c(Nc2ncnc3ccccc23)c1	6	-4	i	i	i	i	i	i	i	i	i
Cc1ccc(N2CCN(S(=O)(=O)c3ccc4oc(=O)ccc4c3)CC2)cc1Cl	-7	-8	i	i	i	i	i	i	i	i	i
CC(C)CNC(=S)NNC(=O)c1csc2ccccc12	0	1	i	i	i	i	i	i	i	i	i
COc1ccc(CN2CCNC(=O)C2CC(=O)NC2CCCCCC2)c(F)c1 (centres undefined)	15	-2	i	i	i	i	i	i	i	i	i
O=C(Nc1cccc(-c2ccc3nncn3n2)c1)C(F)(F)F	3	-1	i	i	i	i	i	i	i	i	i
CCOC(=O)N1CCN(C(=O)CN(c2ccc3c(c2)OCO3)S(C)(=O)=O)CC1	8	1	i	i	i	i	i	i	i	i	i
O=C(NNC(=O)c1cccnc1)Nc1ccc([N+](=O)[O-])cc1	-3	4	i	i	i	i	i	i	i	i	i
CC(C)OC(=O)/C(C#N)=C/c1cn(Cc2ccccc2)c2ccccc12	4	-6	i	i	i	i	i	i	i	i	i
Cc1ccc(-c2noc(CN(C(=O)C34CC5CC(CC(C5)C3)C4)C(C)C)n2)cc1	7	0	i	i	i	i	i	i	i	i	i
O=C1CC(N2CCN(Cc3ccccc3)CC2)C(=O)N1CCc1ccccc1 (centres undefined)	5	-1	i	i	i	i	i	i	i	-5.4*	i
CCC(SC1=N/C(=C/c2ccccc2)C(=O)N1c1ccccc1)C(=O)Nc1cc(C)on1 (centres undefined)	3	?	i	i	i	i	i	i	i	i	i
Cc1ccc2oc3c(c(=O)c2c1)C(c1cccs1)N(CCCN(C)C)C3=O (centres undefined)	-1	6	i	i	i	i	i	i	i	i	i
C=CCn1c(-c2cccn(Cc3ccc(Cl)cc3Cl)c2=O)n[nH]c1=S	-2	1	i	i	i	i	i	i	i	i	i
CC(C)n1c(SCC(=O)Nc2ccccc2N2CCCCC2)nc2c1c(=O)n(C)c(=O)n2C	5	-1	i	i	i	i	i	i	i	i	i
O=C(Nc1ccc(Cl)c(Cl)c1)c1ccc(Cn2cc(Cl)cn2)cc1	14	/	/	/	i	i	i	/	i	/	i
O=C(Nc1ccnn1C1CCN(Cc2ccccc2OC(F)F)CC1)c1cccnc1	2	5	i	i	i	i	i	i	i	i	i
O=C(CSc1cccc[n+]1[O-])c1cccs1	0	2	i	i	i	i	i	i	i	i	i
N#Cc1ccccc1NC(=O)C1SC(=Nc2ccccc2)C(C(=O)Nc2ccc(Cl)cc2)=C1N (centres undefined)	40	0	i	i	i	5.8*	i	i	i	i	i
CN1CCN(C2=Cc3ccc(Cl)cc3Sc3ccc(F)cc32)CC1	60*	6	i	i	i	i	i	i	i	i	i
COc1ccc(OC)c(S(=O)(=O)N2CCC(C(=O)NC3CCCCCC3)CC2)c1	-8	0	i	i	i	i	i	i	i	i	i
Cc1ccnc2nc(C(=O)Nc3nnc(CC(C)C)s3)nn12	5	-3	i	i	i	i	i	i	i	i	i
O=C(CNC(=O)c1ccc(Cl)cc1)NCCCn1ccnc1	-2	-6	i	i	i	i	i	i	i	i	i
(further entries)
SMILES	SKKanGAS inh	HDAC3 inhib	TMEM16A inh	MrgX1 allo act	TRPC6 activator	RGS4 block	ANO1 activ	MrgX1 agonist	TRPC6 inhibitor	MrgX1 antagonist	RGS4 pot
Cc1n[nH]c(C)c1S(=O)(=O)NCCc1ccc(Cl)cc1	0	-3	i	i	i	i	i	i	i	i	i
Cc1cc(C)nc(CCNC(=O)c2cc(COc3c(C)cccc3C)on2)n1	-7	-5	i	i	i	i	i	i	i	i	i
CCC(C)NC(=O)Cn1c(=O)n(CCCC(=O)NCc2ccccc2Cl)c(=O)c2ccccc21 (centres undefined)	-1	-2	i	i	i	i	i	i	i	i	i
COc1ccc(CNC(=O)c2ccc(NC(=O)C3CCCO3)cc2)cc1 (centres undefined)	0	7	i	i	i	i	i	i	i	i	i
